# SIAE inh: human SIAE inhibition, primary screen; hit rate 0.69% among 370,000; AID 1053197; inhibition, % at 9.66 µM; SIAE FP-Rh probe binding, fluorescence polarization; Q9HAT2;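 active = inhibition above a cutoff: mean of compounds within the control limits plus 3 SD of those, cut at about 17% in these data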;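 note: 0% = plate median of compound wells and 100% = probe without SIAE protein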
# Target sequence (Q9HAT2 whole entry, looked up): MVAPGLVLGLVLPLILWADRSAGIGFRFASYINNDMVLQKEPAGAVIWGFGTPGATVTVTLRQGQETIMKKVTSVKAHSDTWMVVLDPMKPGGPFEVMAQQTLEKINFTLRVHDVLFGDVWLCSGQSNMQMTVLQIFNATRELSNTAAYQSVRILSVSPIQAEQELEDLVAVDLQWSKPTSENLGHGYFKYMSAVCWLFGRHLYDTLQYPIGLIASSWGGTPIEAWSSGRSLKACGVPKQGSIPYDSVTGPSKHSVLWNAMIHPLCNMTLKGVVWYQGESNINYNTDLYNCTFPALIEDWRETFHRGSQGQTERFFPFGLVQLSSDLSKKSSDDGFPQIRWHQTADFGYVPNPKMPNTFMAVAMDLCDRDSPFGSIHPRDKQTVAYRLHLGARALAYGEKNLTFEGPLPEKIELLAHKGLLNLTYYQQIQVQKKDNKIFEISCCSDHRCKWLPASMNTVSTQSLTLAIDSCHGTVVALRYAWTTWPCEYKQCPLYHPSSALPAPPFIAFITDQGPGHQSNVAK
# PRMT1 FP inh: inhibitors of human PRMT1. Q99873. inhibition, % at 2.79 µM. recombinant PRMT1, activity-based probe fluorescence polarization. hit rate 1.3% among 370,000;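 active = inhibition above about 21% made by adding two undisclosed values, limit read from the data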
# Target sequence (Q99873 whole entry, looked up): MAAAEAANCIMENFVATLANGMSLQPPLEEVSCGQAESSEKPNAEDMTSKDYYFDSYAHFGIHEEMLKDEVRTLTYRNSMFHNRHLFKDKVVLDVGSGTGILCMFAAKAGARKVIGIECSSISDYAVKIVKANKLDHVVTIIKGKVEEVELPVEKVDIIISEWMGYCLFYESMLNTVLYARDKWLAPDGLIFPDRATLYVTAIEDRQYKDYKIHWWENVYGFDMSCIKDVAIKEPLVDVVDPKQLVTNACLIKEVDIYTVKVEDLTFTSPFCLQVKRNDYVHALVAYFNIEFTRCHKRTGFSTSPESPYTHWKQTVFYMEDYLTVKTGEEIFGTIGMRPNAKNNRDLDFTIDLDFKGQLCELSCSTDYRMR
# GC-B act: GC-B (human) receptor activation; HEK293-GC-B cells, CNP EC30, cGMP TR-FRET; 0% at EC30 CNP, 100% saturating CNP; activation, % at 10 µM; hit rate 0.11% among 370,000;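 active = activation at 10 µM reaching about 35% in either raw or pattern-adjusted values, limit read from the data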
# mABHD4 FP: inhibits mouse alpha/beta hydrolase domain 4 | Q8VD66 | purified mABHD4, FP-Rh probe fluorescence polarization | inhibition, % at 8.92 µM | hit rate 0.54% among 370,000;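 active = inhibition exceeding the mean over every tested compound plus 3 SD, cut at about 30% in these data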;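 note: 0% = plate median of compound wells and 100% = S159A mutant with DMSO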
#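 assay system = mABHD4 protein | compound dosing = single nominal dose of 8.92 µM, 0.89% DMSO final | read-out basis = percent inhibition of probe binding, normalized to plate controls | schedule = Enzyme–compound pre-incubation 45 min, then probe 60 min, both 25 °C | detection = fluorescence polarization, excitation 525 nm, emission 598 nm, BODIPY TMR filters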
# HTRA1 inhibitor: inhibitors of human serine peptidase HTRA1; recombinant HTRA1, FP-rhodamine activity-based probe, fluorescence polarization; inhibition, % at 5.96 µM; hit rate 0.5% among 340,000; AID 504803; in the data active = inhibition above about 36%;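 note: 0% = enzyme with DMSO and 100% = wells lacking enzyme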
# TCR-CD3 inh: inhibitors of human TCR-CD3 interaction; TAMRA-labeled TCR probe fluorescence, biochemical; inhibition, % at 9.4 µM; hit rate 0.37% among 360,000; in the data active = inhibition above about 19%;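 note: recombinant mutant TCR 2C K166C tagged with TAMRA read by polarization; 0% = receptor in buffer alone and 100% = receptor with positive control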
# rCAG RNA binder: r(CAG) repeat RNA binding; TO-PRO-1 dye displacement fluorescence; inhibition, % at 3 µM; hit rate 1.3% among 370,000;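 active = inhibition above the plate cutoff, the mean of all test compounds on that plate plus 3 SD, cut at about 35% in these data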;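 note: 0% = DMSO alone and 100% = 100 µM mitoxantrone as full dye displacement; higher means more dye released from RNA so lower well fluorescence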
# GC-A act: GC-A (human) enzyme activation; activation, % at 10 µM; hit rate 0.14% among 370,000; AID 1671463; P16066; HEK293 GC-A cells, cGMP TR-FRET, EC30 ANP; 0% at EC30 ANP, 100% saturating ANP; in the data active = activation above about 40%
# UHRF1 MBD2 ctr: human UHRF1 methylated DNA binding inhibitors. UHRF1 binding to methylated oligo, TR-FRET. inhibition, % at 4.4 µM. Q96T88. hit rate 0.75% among 370,000; in the data active = inhibition above about 21%;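 note: UHRF1 SRA domain binding a hemimethylated CpG hairpin DNA probe; 0% = median of test compound wells and 100% = reference inhibitor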
# MBD2 DNA inh: MBD2-methylated oligo binding inhibition; Q9UBB5; TR-FRET, MBD2 binding to methylated oligonucleotide; inhibition, % at 4.4 µM; hit rate 0.31% among 370,000; AID 686964; in the data active = inhibition above about 13%
# * = called active by the depositor; x = no result given; & = joins results of further samples. A portion of the library; count on the stated rates, not on these rows.
# Values in the order – SIAE inh	PRMT1 FP inh	GC-B act	mABHD4 FP	HTRA1 inhibitor	TCR-CD3 inh	rCAG RNA binder	GC-A act	UHRF1 MBD2 ctr	MBD2 DNA inh
> Cc1c(NC(=O)C(C)OC(=O)/C=C/c2ccc3c(c2)OCO3)c(=O)n(-c2ccccc2)n1C (stereo unspecified)
    7	-3	0	0	5	-4	-4	3	-3	-3
> CCc1nc2c(OCCc3cccc(OC)c3)cccn2c1N(C)C(=O)c1cccs1
    8	1	7	0	x	0	4	3	-2	-2
> O=C1CCC(c2ccccc2)(c2ccccc2)CC1
    8	-1	-4	5	-7	-1	1	-4	-1	4
> C=CC[C@@H](CC(=O)OC(C)(C)C)C(=O)OC[C@H]1CCCN1C(=O)[C@@H](CC=C)CC(=O)N(CCO)Cc1ccccc1
    0	0	-2	2	-10	-1	-10	-1	-1	3
> COCCNC(=O)C1CCCN(C(=O)c2cc(C(C)(C)C)nn2C)CC1 (stereo unspecified)
    4	-1	-2	-3	x	5	1	1	25*	2
> Cc1ccc(N(CC(=O)Nc2ccccc2C(=O)N2CCOCC2)S(C)(=O)=O)cc1
    2	-1	4	-1	3	-5	-5	-1	-2	2
> CCCCc1c(C)nc2c(OC)cccc2c1SCCC(=O)O
    4	0	2	2	-3	4	5	0	3	2
> CC(C)N1CCN(Cc2coc3ccccc3c2=O)CC1CCO (stereo unspecified)
    5	-3	4	3	-1	6	-1	-1	-3	-5
> FC(F)(F)c1cccc(-c2cc(C3CCNCC3)[nH]n2)c1
    -7	3	-8	11	-2	-6	-1	-6	15	7
> COc1cc(CNCCNCC(C)O)ccc1OCc1ccc(Cl)nc1 (stereo unspecified)
    12	3	5	-2	7	-7	3	-3	4	-1
> O=C(CCSc1ccccc1)NCC1CCCO1 (stereo unspecified)
    0	2	3	3	-3	4	-4	2	1	4
> COc1cc(-c2nnc(SCC3(c4ccccc4)OCCO3)o2)cc(OC)c1OC
    -4	7	8	-18	-3	-3	1	2	6	8
> Cc1cc(=O)oc2cc(OCC(=O)Nc3ccc(CN4CCOCC4)cc3)ccc12
    -5	-2	-2	2	3	4	-1	-3	-4	-1
> COc1ccc(-c2cc(C(=O)NC3CCCCC3)no2)cc1OC
    -9	-1	2	0	7	5	2	2	-1	6
> COc1ccc(-c2nc(-n3c(C)c(C(C)=O)c(C(C)=O)c3C)sc2C)cc1OC
    -2	-3	8	6	0	-5	-4	-1	0	-2
> Cc1cc(NC(=O)CCC(=O)N(C2CC2)C2(C(=O)NC3CCCC3)CCC(C)CC2)no1 (stereo unspecified)
    7	-1	-4	6	-1	8	-9	0	2	-3
> C=CCn1c(CCC(=O)O)ccc1-c1ccccc1
    1	-1	4	-8	-2	-6	1	-1	0	5
> NC(=O)CC(NC(=O)Cc1cccc2ccccc12)c1ccc(NCCN2CCCCC2)c([N+](=O)[O-])c1 (stereo unspecified)
    0	0	4	7	-5	9	-3	0	-11	-6
> CN(C)/C=C1\NC(=S)N(c2ccccc2)C1=O
    17	2	-2	-1	5	3	0	-2	1	-3
> O=C(Cc1ccc(NC(=O)C2CCN(C(=O)C3CCCCC3)CC2)cc1)Nc1ccc(C(=O)N2CCOCC2)cc1
    -10	-1	-2	-11	4	4	3	0	2	2
> Cn1c(=O)c2cc(NC(=O)NCc3ccc(Cl)cc3Cl)ccc2n1Cc1ccccc1
    -2	-1	-6	12	x	-4	6	6	1	-2
> Cc1nn(CC(=O)NNC(=O)c2ccccc2F)c([N+](=O)[O-])c1Br
    6	-1	7	2	x	-3	2	1	-1	-5
> CC1(C)CC(=O)c2cnc(N)nc2C1
    1	-2	-1	-3	6	0	1	5	5	3
> O=C1C2C3C=CC(C3)C2C(=O)N1/N=C/c1ccc(-c2ccccc2[N+](=O)[O-])o1 (stereo unspecified)
    5	-1	-6	8	1	7	4	0	2	1
> N=C1C(c2nc3ccccc3s2)=C(O)CN1NC(=O)c1ccccc1[N+](=O)[O-]
    -3	1	0	-5	-1	6	6	3	1	3
> COc1ccc(C(=O)NCc2cn3ccsc3n2)cc1OC
    1	3	6	2	0	-4	1	2	1	-2
> CCOc1ccc(NC(=O)CSc2nnc(CNC(=O)c3ccco3)o2)cc1
    -5	3	1	0	2	-4	3	0	3	-1
> CC(C)c1ccc(C(C(=O)NC2CCCC2)N(C(=O)c2csnn2)C2CC2)cc1 (stereo unspecified)
    -1	-1	4	1	1	4	-1	-3	-3	-4
> Cc1cccc(C)c1-c1ccc(CN2C(CC(C)C)C(=O)N(Cc3cn(CCO)nn3)CCS2(=O)=O)cc1 (stereo unspecified)
    -27	2	-7	-27	-20	1	5	0	-1	-2
> COc1cc(C(c2nnnn2C(C)(C)C)N2CCN(C)CC2)cc(OC)c1OC (stereo unspecified)
    -4	0	-4	5	10	0	-3	-2	14	7
> CCCC[N+](CC#CCO)(CC#Cc1ccccc1)CCCC
    -2	3	3	4	7	-9	-4	2	0	4
> Cc1c(CNC(=O)C2CCC(=O)N(CCc3ccccc3)C2)cnn1C (stereo unspecified)
    -2	0	5	1	-3	7	-2	2	0	-6
> CCCc1cc(C(=O)Nc2ccccc2SC)no1
    0	-3	-1	1	-5	-3	-1	1	-1	1
> Cc1[nH]c2ccccc2c1/C=N/NC(=S)NCc1ccccc1
    22*	1	-3	19	24	-3	30	4	-4	5
> COc1ccc(OC)c(/C=C2\S/C(=N/NC(=O)c3ccc4ccccc4c3)NC2=O)c1
    19*	-1	-9	9	7	1	16	-4	-5	0
> COc1ccc(C(=O)Oc2cc(/C=N/NS(=O)(=O)c3ccc(C)cc3)ccc2OC)cc1
    -2	2	-4	3	-13	0	2	0	0	2
> COc1cccc(N/C=C/c2onc(C)c2[N+](=O)[O-])c1
    6	-5	-7	3	3	-1	1	-5	-1	-3
> O=C(NCC1COc2ccccc2O1)C1CCCN(S(=O)(=O)c2cccc3nsnc23)C1 (stereo unspecified)
    -5	-2	4	10	-7	1	-2	0	-3	-6
> CC(C)C[C@@H]1COc2cc(N3CCOCC3)ccc2S(=O)(=O)N1
    1	3	1	0	x	3	-1	2	16	1
> CCOC(=O)c1ccccc1NC(=O)C1=COCCO1
    -6	0	1	2	1	2	-4	-1	-5	6

# Continued; the last two above are carried over.
# Values in the order – SIAE inh	PRMT1 FP inh	GC-B act	mABHD4 FP	HTRA1 inhibitor	TCR-CD3 inh	rCAG RNA binder	GC-A act	UHRF1 MBD2 ctr	MBD2 DNA inh
> CC(C)C[C@@H]1COc2cc(N3CCOCC3)ccc2S(=O)(=O)N1
    1	3	1	0	x	3	-1	2	16	1
> CCOC(=O)c1ccccc1NC(=O)C1=COCCO1
    -6	0	1	2	1	2	-4	-1	-5	6
> CS(=O)(=O)N1CCN(C(=O)c2cc(-c3cccnc3)nc3ccc(Cl)cc23)CC1
    -1	-2	4	-3	5	8	-6	1	-2	-3
> Cc1cccc(NC(=O)Nc2ccc3c(c2)N(C)C(=O)CS3)n1
    -1	4	0	4	4	1	7	-1	-1	4
> CC1(C)CC(=O)c2c(nn(-c3ccccc3)c2N)C1
    -2	-1	2	-4	10	6	0	0	0	-2
> CC(C)[C@H](NC(=O)c1ccccc1)C(=O)OCc1nnc(-c2ccccc2)o1
    -9	5	1	1	x	-9	-2	-3	4	6
> CC(C)OC(=O)CCC(=O)Nc1ccc(F)cc1
    -9	-5	1	-12	-1	-2	2	3	4	3
> Cc1cccc(C(=O)N2CCC(=O)N([C@H](COCc3cccc(C(F)(F)F)c3)Cc3ccccc3)CC2)c1
    4	-2	-7	-3	x	1	0	-6	-2	-3
> O=S(=O)(c1ccc(Br)s1)N1CCC(Cc2ccccc2)CC1
    6	-5	5	-3	-1	-4	-3	3	0	3
> CC1COc2ccccc2N1C(=O)c1ccccc1Cl (stereo unspecified)
    -6	0	4	3	3	3	-4	-1	1	3
> N#Cc1cnc(Sc2ccccc2)nc1
    1	-3	2	-4	6	4	1	2	-2	-3
> COCCN(C(=O)Cc1ccc(OC)c(OC)c1)c1nc(-c2cc(OC)ccc2OC)cs1
    1	4	0	6	2	-6	5	-3	2	1
> CCCC1=NN2C(=N)/C(=C\c3cc(C)n(Cc4ccccc4)c3C)C(=O)N=C2S1
    -4	-2	3	-7	-59	-4	17	0	0	-2
> COc1cc2ccc(=O)oc2c(O[C@@H]2O[C@H](CO)[C@@H](O)[C@H](O)[C@H]2O)c1O
    9&0	0&12	6&2	3&-20	3&3	6&-9	-1&-5	6&10	-4&3	0&5
> Cc1nnc(Nc2ccc(Cl)c(C(F)(F)F)c2)[nH]c1=O
    -2	3	1	-4	3	2	4	-3	1	-1
> CCN(C(=O)COC(=O)c1c(C)nn(-c2ccccc2)c1C)C1CCS(=O)(=O)C1 (stereo unspecified)
    2	-2	-2	2	-2	7	-3	2	3	-1
> Cc1cccc(C)c1-n1c(C)cc(/C=C2\NC(=O)NC2=O)c1C
    4	3	3	3	25	-1	-1	-5	0	-6
> O=C1Nc2ccccc2-n2nnnc2C1N1CCN(C(=O)c2ccco2)CC1 (stereo unspecified)
    1	5	2	5	x	-3	6	1	3	3
> O=C(O)/C=C\C(=O)Nc1ccccc1C(=O)N1CCC(O)(c2ccc(Cl)cc2)CC1
    4	29*	1	5	-7	0	-2	-1	1	7
> CC(NC(=O)Cn1cnnn1)C12CC3CC(CC(C3)C1)C2 (stereo unspecified)
    -5	-2	0	1	-3	-3	0	-2	0	-3
> COc1ccc2c(COC(=O)CNS(=O)(=O)c3ccccc3)cc(=O)oc2c1
    -3	-2	-3	-2	-2	-2	10	-2	1	2
> O=C(c1cc([N+](=O)[O-])ccc1N1CCCCC1)N1CCc2ccccc21
    -1	-1	-6	-2	-4	-5	0	-11	-5	-1
> CCCCCCNC(=O)Nc1ccccc1
    -5	-2	5	-1	-8	-3	-1	3	-2	-5
> CCOC(=O)CNS(=O)(=O)c1ccc(S(=O)(=O)N2CCCC2)cc1
    -1	1	1	2	1	6	-1	2	4	2
> Cn1c2ccccc2c2cc(/C=C(\NC(=O)c3ccccc3)C(=O)O)ccc21
    -4	2	1	4	-1	5	37*	-2	-2	1
> O=C(NC1CCC1)C1CCC(=O)N(Cc2ccc(Cl)cc2)C1 (stereo unspecified)
    2	-2	-1	1	3	2	0	2	0	-5
> COc1ccc(C(=O)NNC(=O)CN(C)S(=O)(=O)c2ccc(Cl)cc2)c(OC)c1OC
    5	-5	-5	-9	5	5	-1	-5	-3	-5
> CCCc1ccc2oc(C(=O)NCCc3cnn(C)c3)c(C)c2c1
    -3	-3	-1	-12	-4	6	-9	2	-1	-2
> CC1(C)Cc2nc3[nH]c(=S)[nH]c(=O)c3cc2CO1
    1	9	3	-8	-4	-4	0	-4	8	1
> COc1ccc(C(=O)Nc2ncccc2C)cc1S(=O)(=O)N1CCCc2ccccc21
    2	1	-2	8	-5	0	1	1	2	1
> O=C1/C(=C\c2cccc(O)c2O)SC(=S)N1Cc1ccccc1
    -6	94*	6	13	54*	-2	37*	3	1	-3
> COc1cc(NC(=O)CNC(=O)Cn2cnc3sc(C)c(C)c3c2=O)cc(OC)c1OC
    0	-1	2	1	4	-7	2	-5	-1	-3
> COc1ccc(NCC(=O)N/N=C/C(C)c2ccccc2)cc1 (stereo unspecified)
    -1	0	-2	-3	5	4	3	-3	-6	-4
> COCCNC(=O)C(c1ccc(F)cc1)N(Cc1ccccc1)C(=O)CCC(=O)Nc1ccccn1 (stereo unspecified)
    -2	-1	3	-1	1	-5	-7	4	-1	-3
> CCOc1ccccc1OCCCC(=O)NC1=NCCS1
    0	-1	-3	8	-1	5	-2	-1	1	-5

# Screening data (PubChem BioAssay)
